# APJ ag: agonists of human apelin receptor APJ, primary screen, CHO-K1 cells, PathHunter beta-arrestin, luminescence | activation, % at 20 µM | AID 2520, 2010 | P35414 | 0% DMSO wells, 100% apelin | 330,000 tested, 0.11% active;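 active = activation more than six SD over the plate average, tested at 20 µM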;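 also: 0% = DMSO alone and 100% = apelin-13 at 10 nM; some results filed as inactive read as strong as hits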
# Target sequence (P35414 whole entry, looked up): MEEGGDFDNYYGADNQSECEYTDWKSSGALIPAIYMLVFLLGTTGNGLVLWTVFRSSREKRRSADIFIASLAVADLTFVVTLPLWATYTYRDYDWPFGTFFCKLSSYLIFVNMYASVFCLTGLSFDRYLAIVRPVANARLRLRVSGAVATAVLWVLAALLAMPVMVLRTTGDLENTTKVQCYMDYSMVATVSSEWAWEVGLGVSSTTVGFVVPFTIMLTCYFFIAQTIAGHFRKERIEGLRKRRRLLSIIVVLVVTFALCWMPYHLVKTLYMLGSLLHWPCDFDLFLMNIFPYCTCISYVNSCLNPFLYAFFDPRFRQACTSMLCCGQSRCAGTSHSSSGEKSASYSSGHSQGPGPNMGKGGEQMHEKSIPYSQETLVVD
#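 Material: CHO-K1 APJ beta-arrestin complementation cell line; Input: cell density 1000 per well; Incubation: compound stimulation 90 min at 25 °C, detection 60 min; Signal: luminescence from split beta-galactosidase complementation, Galacton Star/Emerald II substrate; Controls: DMSO-only wells as negative, 10 nM Apelin-13 as positive control.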
# Mdm2-MdmX inh: inhibitors of human Mdm2-MdmX association, primary screen, cell-based, luminescence, split luciferase, SaOS-2, uHTS | inhibition, % at 8 µM | SaOS-2 split-luciferase Mdm2/MdmX complementation | AID 485346, 2010 | 330,000 tested, 3% active | Protein Mdm4 (Homo sapiens) + E3 ubiquitin-protein ligase Mdm2 (Homo sapiens), …;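 active = inhibition of at least 50% at 8 µM in the primary screen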
# APJ antagonist: antagonists of human apelin receptor APJ, primary screen, CHO-K1 cells, beta-arrestin complementation, luminescence. 330,000 tested, 0.32% active. AID 2521, 2010. P35414. inhibition, % at 20 µM;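 active = inhibition above about 40% at 20 µM, limit read from the data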;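 also: cells challenged with 10 nM apelin-13 agonist together with compound; plate controls were apelin-13 plus DMSO wells for no effect and DMSO wells lacking apelin-13 for full effect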
# CXCR6 block: CXCR6 receptor inhibitors, primary screen, cell-based, beta-arrestin, luminescence, CHO-K1 PathHunter, 1536-well | inhibition, % at 20 µM | C-X-C chemokine receptor type 6 (Homo sapiens), O00574 | 360,000 tested, 0.36% active; in the data active = inhibition above about 34%, passing the limit was not always enough;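 also: antagonist mode with CXCL16 agonist at 10 nM final; 0% = 10 nM CXCL16 with DMSO and 100% = unstimulated wells without agonist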
# Target sequence (O00574 whole entry, looked up): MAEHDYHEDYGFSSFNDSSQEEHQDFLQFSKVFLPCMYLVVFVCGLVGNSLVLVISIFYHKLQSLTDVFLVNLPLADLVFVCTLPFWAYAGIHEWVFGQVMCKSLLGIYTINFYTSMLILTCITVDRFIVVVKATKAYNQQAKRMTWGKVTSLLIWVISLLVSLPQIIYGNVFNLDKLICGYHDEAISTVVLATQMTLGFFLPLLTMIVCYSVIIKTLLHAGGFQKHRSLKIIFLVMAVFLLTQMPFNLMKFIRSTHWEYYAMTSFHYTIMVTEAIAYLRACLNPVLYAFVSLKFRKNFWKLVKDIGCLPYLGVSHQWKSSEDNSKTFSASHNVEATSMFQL
# UPR XBP1 act: activators of adaptive XBP1 UPR arm, primary screen, cell-based, CHO-XBP1 luciferase reporter, luminescence, uHTS; activation, % at 20 µM; 330,000 tested, 0.33% active; IRE1-XBP1 UPR activation; percent of tunicamycin response, DMSO as zero;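 active = versus positive control, 20 µM dose yields 30% or more activation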;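 also: 100% = tunicamycin at 10 µg/mL and 0% = DMSO only wells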
#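 incubation = overnight seeding at 37 °C, 6 h compound treatment at 37 °C | assay system = CHO-XBP1 cells stably carrying IRE1-XBP1-driven luciferase reporter | input = 1000 cells per well | detection = luciferase luminescence | dosing = single point, 20 µM final compound, 1% DMSO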
# CHOP UPR activ: activators of apoptotic CHOP UPR arm, primary screen, cell-based, CHO-CHOP luciferase reporter, luminescence, uHTS; UPR activation; percent of tunicamycin response over DMSO baseline; activation, % at 10 µM; 330,000 tested, 0.34% active;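 active = at 10 µM dose, activation of 40% or more, normalized to positive control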;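 also: 100% = tunicamycin at 10 µg/mL and 0% = DMSO alone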
#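 Test system: CHO-CHOP cells, stable luciferase reporter of PERK-eIF2a-CHOP signalling | Quantity: 500 CHO-CHOP cells per well | Buffer or medium: F12 plus 10% serum | Compound dosing: 10 µM single point, 0.5% DMSO | Schedule: 6 h compound treatment, 37 °C | Signal: Luciferase luminescence | Control set: Tunicamycin high control, DMSO low control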
# tim23-1 inh: growth inhibitors of tim23-1 mutant yeast, primary screen, luminescence, uHTS; S. cerevisiae tim23-1 growth, BacTiter-Glo luminescence, 24 h; inhibition, % at 20 µM; 330,000 tested, 1.3% active;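 active = growth inhibition of the mutant yeast at or above 50%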;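 also: temperature-sensitive mutant grown at 25 °C; plate controls were DMSO-treated mutant yeast for no effect and medium wells lacking yeast for full effect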
# CCR6 antagonist: CCR6 receptor antagonists, primary screen, cell-based, CHO-K1, luminescence, beta-arrestin, uHTS; C-C chemokine receptor type 6 (Homo sapiens), P51684; AID 493098, 2011; CHO-K1 CCR6 PathHunter beta-arrestin, CCL20-stimulated; inhibition, % at 20 µM; 340,000 tested, 0.49% active;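 active = compounds whose inhibition of the agonist-driven luminescence signal at 20 µM reaches about 50%, limit read from the data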;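 also: cells stimulated with CCL20 at 14 nM final; plate controls were DMSO with CCL20 for no effect and DMSO without agonist for full effect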
# EBI2 block: EBI2 receptor antagonists, beta-arrestin recruitment, primary screen, cell-based, luminescence, 7a,25-OHC stimulation, uHTS; 7a,25-OHC stimulated; inhibition, % at 5 µM; 360,000 tested, 0.81% active; AID 651636, 2012; in the data active = inhibition above about 38%;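 also: enzyme fragment complementation signal reports receptor beta-arrestin coupling in cells; 0% = agonist plus DMSO wells and 100% = wells without agonist; some results beyond the cut were filed as inactive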
# Target sequence (P32249 whole entry, looked up, the tested form may be a part): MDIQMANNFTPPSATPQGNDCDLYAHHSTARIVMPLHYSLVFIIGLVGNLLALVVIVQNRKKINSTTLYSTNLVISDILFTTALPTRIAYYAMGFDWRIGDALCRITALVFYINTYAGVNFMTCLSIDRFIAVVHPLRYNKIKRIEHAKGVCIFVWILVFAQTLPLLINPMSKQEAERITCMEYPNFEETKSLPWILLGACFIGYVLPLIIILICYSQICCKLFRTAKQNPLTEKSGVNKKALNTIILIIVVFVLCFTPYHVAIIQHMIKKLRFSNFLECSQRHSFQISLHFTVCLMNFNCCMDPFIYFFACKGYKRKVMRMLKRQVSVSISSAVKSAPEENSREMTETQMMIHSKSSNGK
# The depositor's hits bear a star; . = not tested or not shown. Only part of the results is shown, so the mix of outcomes need not match the whole.
compound	APJ ag	Mdm2-MdmX inh	APJ antagonist	CXCR6 block	UPR XBP1 act	CHOP UPR activ	tim23-1 inh	CCR6 antagonist	EBI2 block
Cc1c(NC(=S)NC(=O)COc2ccccc2)c(=O)n(-c2ccccc2)n1C	0	12	-12	-4	0	1.4	10	3	-3
CCC(Sc1nc(N)cc(N)n1)C(=O)O (stereo unspecified)	-6	8	-8	4	2	0.3	5	2	-6
Cc1ccc2nc(NC(=O)C3CSC4(C)CCC(=O)N34)sc2c1 (stereo unspecified)	-1	12	19	-17	2	1.0	26	0	-4
O=C(O)CC1S/C(=N/N=C/c2ccc(Br)cc2)N(c2ccccc2)C1=O (stereo unspecified)	-2	17	-3	11	-2	0.8	23	8	-11
CC(=O)Nc1cccc(NS(=O)(=O)Cc2ccc(Cl)cc2)c1	0	-3	6	0	-3	-1.1	8	7	4
CSc1ncccc1C(=O)Nc1ccc(OC(F)(F)F)cc1	-1	19	-20	-2	0	0.0	20	3	-1
O=C1c2ccccc2C(=O)c2c1ccc1c(=O)n(-c3ccccc3)[nH]c21	0	11	2	8	1	5.1	4	4	2
CCOC(=O)C1CCCN(CC(=O)Nc2c(C(=O)OC)[nH]c3ccccc23)C1 (stereo unspecified)	-2	7	8	0	1	0.2	35	2	-1
O=C(c1ccc2c(c1)OCO2)N1CCN(C(=O)c2ccco2)CC1	3	24	-13	-1	0	1.1	10	2	-9
COc1ccc(NC(=O)CCNC(=O)c2ccc([N+](=O)[O-])cc2)cc1S(=O)(=O)N1CCOCC1	27	14	-26	-4	-2	0.2	19	1	-1
CC(=O)CCc1oc2c([N+](=O)[O-])cccc2c1-c1ccc(C)o1	-2	18	17	5	-2	1.9	12	0	2
O=C(Cn1nc(C(F)(F)F)c2c1CCCC2)NCCN1CCOCC1	-2	18	14	0	-2	-0.8	4	17	-4
Cc1c(NC(=O)C2CC=CCC2C(=O)O)c(=O)n(-c2ccccc2)n1C (stereo unspecified)	-4	0	4	6	-1	-3.2	2	-3	-3
CCC(Sc1nc2c(cnn2-c2ccccc2)c(=O)[nH]1)C(=O)OC (stereo unspecified)	7	9	7	10	4	-1.2	20	8	-3
CC1=CC(c2ccccc2)n2nc(N3C(=O)CCC3=O)nc2N1 (stereo unspecified)	1	35	0	-5	-2	2.3	9	2	-4
CCN(CC)S(=O)(=O)c1cccc(C(=O)Oc2cccnc2)c1	0	0	6	-10	2	-0.3	28	-3	-1
Cc1ccc(C(=O)N/N=C\c2c(C)nn(-c3ccccc3)c2Cl)cn1	-1	27	11	0	1	1.0	14	13	2
CC(C)C1(C)C(=O)N=C2c3ccccc3C(=O)N21 (stereo unspecified)	4	-4	10	-7	-3	1.5	14	-8	1
COc1ccc(C(=O)Nc2cccc(S(=O)(=O)N(C)C)c2)cc1S(=O)(=O)N1CCOCC1	-2	-31	7	-1	2	0.9	-4	7	1
CCOC(=O)CN(Cc1sccc1C)C(=O)Nc1ccc(OCC)cc1	0	-1	0	6	0	-0.9	5	8	-5

# One compound at a time (already shown):
# Results for CSc1ncccc1C(=O)Nc1ccc(OC(F)(F)F)cc1 → APJ ag = -1; Mdm2-MdmX inh = 19; APJ antagonist = -20; CXCR6 block = -2; UPR XBP1 act = 0; CHOP UPR activ = 0.0; tim23-1 inh = 20; CCR6 antagonist = 3; EBI2 block = -1
# Results for Cc1c(NC(=S)NC(=O)COc2ccccc2)c(=O)n(-c2ccccc2)n1C → APJ ag = 0; Mdm2-MdmX inh = 12; APJ antagonist = -12; CXCR6 block = -4; UPR XBP1 act = 0; CHOP UPR activ = 1.4; tim23-1 inh = 10; CCR6 antagonist = 3; EBI2 block = -3

# The list continues:
compound	APJ ag	Mdm2-MdmX inh	APJ antagonist	CXCR6 block	UPR XBP1 act	CHOP UPR activ	tim23-1 inh	CCR6 antagonist	EBI2 block
CC(C)(C)OC(=O)N1CCC(C(=O)Nc2cccc(C(=O)N3CCOCC3)c2)CC1	-1	-3	6	6	-2	1.0	12	-7	-12
CCOc1ccc(NC(=O)CCNC(=O)Cn2cnc3ccccc3c2=O)cc1	0	-6	-4	-1	-2	-0.7	6	15	9
CCCCNC(=O)Cn1c(=O)oc2cc(S(=O)(=O)N3CC(C)CC(C)C3)ccc21 (stereo unspecified)	-2	16	2	3	0	-1.6	-6	7	-4
O=C(NCc1ccccn1)C(=O)N/N=C/c1ccccc1O	-1	9	-12	-5	-3	-0.5	11	5	13
C=CC[C@@H](CC(=O)N(CCO)Cc1ccccc1)C(=O)NCCOC(=O)[C@H](CC=C)CC(=O)OC(C)(C)C	-4	2	6	4	-2	-0.1	-10	20	2
O=[N+]([O-])c1cccc(S(=O)(=O)NCCCn2ccnc2)c1	2	18	-6	-11	-3	1.0	5	-12	-6
CCCCCCC1CC(=O)NC(=O)N1 (stereo unspecified)	-1	2	-6	6	-1	-1.4	0	6	5
COc1ccc(Cn2c(=O)[nH]c3cc(C(=O)NCCCN4CCCC4=O)ccc3c2=O)cc1	-1	12	6	1	1	0.7	-5	8	-6
COc1ccccc1C(=O)COC(=O)c1cccc(S(=O)(=O)N2CCCC2)c1	-1	19	27	-2	4	0.3	26	15	3
CN(C)S(=O)(=O)c1ccc(N2CCCC2)c(C(=O)Nc2ccccc2)c1	0	28	2	-5	19	4.3	14	15	-10
Cc1ccc(CNc2ccc3c(c2)ncn3C)cc1	-1	-27	13	4	3	2.5	-6	4	-13
Cc1ccc(/C=C/C(=O)NCc2ccncc2)cc1	0	11	12	5	-1	0.5	-7	1	64*
OCCNc1nc(C2CC2)nc2c1nnn2Cc1ccccc1Cl	-5	26	-6	4	0	-1.7	18	9	9
Cc1ccc(Cn2cc(C(=O)NN)c(=O)c3ccc(F)cc32)cc1	-1	16	9	0	-3	-0.4	-50	6	13
O=C(Nc1sc2c(c1C(=O)O)CCCCC2)c1ccccc1	-3	-30	-12	-2	4	4.2	24	3	2
CC(=O)Nc1cccc(C(=O)OCC(=O)N2CCC(c3ccccc3)=N2)c1	-3	-9	-1	-12	4	1.7	15	3	-1
Nc1cccc(NP(=O)(c2ccccc2)c2ccccc2)c1	-1	3	-4	2	0	1.3	17	-2	-6
Cc1nnc(SCC(=O)c2ccc(S(=O)(=O)N3CCOCC3)cc2)n1-c1ccccc1	-1	9	10	0	0	-2.6	5	-8	2
CCOCCCNC(=O)c1c[nH]c2c(CC)cccc2c1=O	-3	-2	12	5	4	-0.7	17	-6	1
Cc1ccc(S(=O)(=O)NN2C(=O)c3ccccc3NC2c2ccccc2F)cc1 (stereo unspecified)	-4	22	1	5	-2	0.1	-3	10	-2
Cn1c(=O)oc2cc(S(=O)(=O)NC3CCCCC3)ccc21	-2	14	23	6	1	-0.6	7	8	6
COc1ccccc1N(CC(=O)N(CC(C)C)CC(C)C)S(=O)(=O)c1cccs1	-4	7	1	11	3	1.1	36	27	13
COc1ccc(Cl)cc1NC(=O)c1cc(-c2ccco2)on1	0	34	-24	-3	-5	-1.4	-16	1	-3
O=c1oc2ccccc2nc1/C=C(O)/C=C/c1ccc(F)cc1	0	-26	-23	1	-3	2.5	64*	16	-6
CC(=O)Nc1ccc(NC(=O)CCNC(=O)c2ccccc2Cl)cc1	0	-1	4	6	-3	1.4	15	12	0
CNC(=O)COc1ccc(S(=O)(=O)N2CCCC2)cc1	-1	3	10	-7	-2	-2.0	0	5	2
C=CCN(C(=O)c1csnn1)C(C(=O)NCc1ccccc1)c1cccs1 (stereo unspecified)	-1	-30	7	3	-3	2.2	9	6	1
COCc1nnc(NC(=O)c2cc3ccccc3o2)s1	-1	7	10	-2	7	6.7	20	11	-6
COC(=O)/C(=C/c1ccc(F)cc1)NC(C)=O	-2	-4	-11	-3	-2	1.6	3	0	-7
CN(C)c1ccc(C(=O)OCc2cc(=O)n3ccsc3n2)cc1	6	5	-4	2	5	2.4	20	0	5
NCC1CC2c3ccccc3C1c1ccccc12 (stereo unspecified)	-4	4	36	-10	-6	-0.4	19	-8	4
O=C(COc1ccc(Cl)cc1Cl)Nc1c(-c2cccs2)nc2ccccn12	-2	-2	13	5	2	1.8	3	12	1
CC(=O)NCCNC(=O)C1CCCCN1S(=O)(=O)c1ccccc1 (stereo unspecified)	-3	12	-10	9	-3	-0.8	15	9	-1
CCOc1ccc(N(CC(=O)Nc2cccc(C)c2)S(C)(=O)=O)cc1	4	-38	-19	-5	-3	3.4	6	7	10
O=C(CN1CCN(C/C=C/c2ccccc2)CC1)Nc1ccccc1C(=O)NC1CC1	-3	16	-22	8	-1	-0.1	15	-1	0
COC(=O)c1ccc(CSc2nc3ccccc3c(=O)n2-c2ccc(OC)c(OC)c2)o1	-1	11	18	16	8	-0.6	31	14	15
Cc1ccc(C)c(S(=O)(=O)N2CC(=O)N(CCc3ccccc3)C(=O)C2)c1	-2	-2	12	-3	0	2.8	15	22	-1
O=C(CCc1nc(-c2ccccc2)no1)NCc1cccnc1	-4	5	8	5	0	0.7	3	-16	-7
COc1cc(OC)cc(-c2cc(NC(C)=O)n[nH]2)c1	-1	-19	-9	7	1	0.6	5	-10	-3
O=C(COC(=O)c1ccncc1)Nc1cc(Cl)c(Cl)cc1Cl	-3	0	-1	.	1	0.1	-2	.	.
Cc1cccc(C)c1NC(=O)CS(=O)CC(=O)Nc1ccc(N2CCOCC2)cc1 (stereo unspecified)	-2	-16	-3	-6	0	-1.0	10	-5	-4
O=C(NCC(c1ccco1)N1CCCC1)c1ccc(-n2cccn2)cc1 (stereo unspecified)	-1	-36	12	0	-1	-1.3	-1	8	1
CCOC(=O)C(NC(=O)c1cccc(Cl)c1)(OCc1ccc(F)cc1)C(F)(F)F (stereo unspecified)	-1	14	13	-3	-1	0.2	22	24	11
Cn1cnnc1SCC(=O)Nc1ncc([N+](=O)[O-])s1	-9	6	17	3	2	1.5	3	24	-11
Cc1ccc(S(=O)(=O)NC[C@H]2O[C@@H](n3cnc4c(N)ncnc43)[C@H](O)[C@@H]2O)s1	-3	5	-5	-2	1	1.5	6	-1	-15
CCc1c(C)[nH]c2ccccc2c1=O	1	21	-2	-1	0	-1.9	13	-7	-1
Cc1c(Cl)ccc2c(C(=O)O)cc(-c3ccccc3)nc12	-1	28	26	6	-1	1.4	16	12	6

# Screening data from PubChem.
